Large T inhibition – SV40 large T antigen inhibitors, biochemical (AID 1903); SV40 large T antigen ATPase/helicase inhibition assay; higher % means a stronger effect; inhibition, % at 20 µM; hits with a dose series show IC50 in µM; actives 0.39% (n = 310,000); in the data active means a potency from the dose series; inconclusive means inhibition mostly from about 32% at the one dose, without a potency; inactive means the rest, 99 in 100 with inhibition below about 32%; further: strong numbers were not always called active
GPR55 LPI antagonism – GPR55 antagonists blocking LPI-driven arrestin recruitment, primary screen, imaging, U2OS, beta-arrestin-GFP, LPI agonist (AID 2013); U2OS GPR55 beta-arrestin-GFP translocation imaging, LPI antagonism; higher % means a stronger effect; inhibition, % at 10 µM, or IC50 in µM where a hit was titrated; actives 0.13% (n = 290,000);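 active means spots per cell inhibited over 60%, with over 100 cells counted and total cytoplasm intensity under 500,000; inconclusive means wells with under 100 cells, flagged as likely toxic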;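 further: U2OS cells stably carrying GPR55 and arrestin-GFP stimulated by 5 µM LPI near EC80; imaged beta-arrestin-GFP aggregate spots per cell after agonist stimulation; plate controls were LPI-stimulated DMSO wells for no effect and DMSO wells without LPI for full effect; some results filed as inactive read as strong as hits; confirmed hits need IC50 under 10 µM and bright autofluorescent wells are also inconclusive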
NS5 inhibitors – Dengue-2 NS5 methyltransferase inhibitors, primary screen, biochemical, confirmation dose response (AID 588689); inhibition, % at 25 µM, or IC50 in µM where a hit was titrated; Dengue-2 NS5 methyltransferase capping enzyme assay, biochemical; higher % means a stronger effect; actives 0.3% (n = 340,000); in the data active means a potency from the dose series; inconclusive means inhibition above about 29% without an active follow-up result
GPR35 arrestin U2OS – inhibition of zaprinast-stimulated GPR35 beta-arrestin translocation – imaging, U2OS, beta-arrestin-GFP, zaprinast agonist, primary screen (AID 2058); inhibition, % at 10 µM, or IC50 in µM where a hit was titrated; actives 0.052% (n = 290,000); U2OS GPR35 beta-arrestin-GFP translocation imaging, zaprinast antagonism; higher % means a stronger effect;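 active means inhibition of at least 50% with at least 30 cells and total cytoplasm GFP at most 10,000,000; inconclusive means under 30 cells or total GFP of 10,000,000 plus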
Salmonella PhoP GFP – inhibitors of PhoP regulon expression, primary screen, Salmonella Typhimurium, GFP reporter (AID 1863) | S. Typhimurium PhoP-regulated promoter GFP reporter, 4 h; higher % means a stronger effect | one-dose inhibition, % at 50 µM; IC50 in µM for titrated hits | actives 0.16% (n = 300,000);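 active means inhibition over 29.93%, a cutoff 3 SD above the screen mean, later confirmed by dose response; inconclusive means inhibition over 29.93% but no dose response follow-up; inactive means inhibition at most 29.93% or unconfirmed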;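 further: 0% = low Mg2+ inducing control and 100% = high Mg2+ repressing control; strong numbers were not always called active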
K1F lysis inhibition – inhibition of K1F phage lysis, E. coli UTI89, bacterial capsule biogenesis inhibitors, alamar blue (AID 488966); E. coli UTI89 K1F phage lysis, alamar blue, 2 h; higher % means a stronger effect; inhibition, % at 100 µM; hits with a dose series show IC50 in µM; actives 0.02% (n = 340,000);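 active means phage lysis inhibition, versus mean bacterial control, above a set limit; inconclusive means no clear call, values can overlap the other calls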;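 further: capsule biogenesis inhibitors block K1F phage lysis so surviving cells raise fluorescence; higher fluorescence means more inhibition of phage lysis; actives were called in the ten point dose series up to 300 µM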
HIV fusion peptide – inhibitors of HIV fusion peptide binding, primary screen, biochemical, uHTS, fluorescence dequenching (AID 1986); cell-free peptide binding, fluorescence dequenching, 30 min; higher % means a stronger effect; one-dose inhibition, % at 20 µM; IC50 in µM for titrated hits; actives 0.3% (n = 290,000); in the data active means inhibition mostly above about 52%, no sharp cut-off; inactive means mostly below about 76%; further: some results filed as inactive read as strong as hits
MgcRacGAP inhibition – MgcRacGAP GTPase-activating activity inhibitors, confirmation, biochemical, ADP Hunter fluorescence. MgcRacGAP-stimulated Rac1 GTP hydrolysis, ADP Hunter fluorescence; higher % means a stronger effect; GST-tagged Rac1 F28L mutant substrate. inhibition, % at 30 µM, or IC50 in µM where a hit was titrated. actives 0.6% (n = 340,000). AID 624330;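 active means first-screen hits whose inhibition reached a set limit at any dose in the follow-up dose series; inconclusive means inhibition above the set first-screen limit but never retested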;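 further: fluorescence reports GDP produced by GAP-driven GTP hydrolysis; strong numbers were not always called active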
RSV CPE inhibition – RSV antiviral activity via CPE protection, HEp-2 cells, primary 10 µM value included (AID 2391). actives 0.13% (n = 310,000). HEp-2 cells, RSV-induced CPE inhibition; higher % means a stronger effect. one-dose CPE inhibition, % at 10 µM; IC50 in µM for titrated hits; in the data active means a potency from the dose series; inconclusive means CPE inhibition mostly from about 23% at the one dose, without a potency; inactive means the rest, 99 in 100 with CPE inhibition below about 21%; further: strong numbers were not always called active
NS5 inhibitors pilot replicate – also measured in NS5 inhibitors; calls as there; inhibition, %; measured here: pilot screen replicate inhibition
Starred values were filed as active, the others as inactive; i = inactive; u = inconclusive; x = not tested or not shown; [ ] = dose if it differs, or a comment.

SMILES | Large T inhibition | GPR55 LPI antagonism | NS5 inhibitors | GPR35 arrestin U2OS | Salmonella PhoP GFP | K1F lysis inhibition | HIV fusion peptide | MgcRacGAP inhibition | RSV CPE inhibition | others
Cn1c(=O)c(C(=O)NC2CCCCCC2)c(O)c2ccccc21 | 5.5% | 3.5% | -7.2% | 27.5% | 8.3% | 0.2% | 0.0% | 6.9% | 0.5% | NS5 inhibitors pilot replicate=-1.8
Cc1ccc(NC(=O)CSc2nccn2C)cc1S(=O)(=O)N1CCOCC1 | 17.6% | 6.2% | 4.3% | -24.1% | -10.6% | 2.5% | -0.9% | -1.0% | 1.3%
O=C(O)c1cccc(NC(=O)c2ccc3c(c2)C(=O)N(C2CCCCC2)C3=O)c1 | 8.1% | 0.8% | 4.5% | 1.1% | -2.2% | -0.2%[50 µM] | 6.1% | 10.1% | 1.7%
O=C(Nc1ccc(F)cc1)Nn1cnnc1 | 8.2% | 6.0% | -3.9% | -3.3% | 9.2% | 0.3% | -0.4% | 10.9% | 2.6%
CCc1cc2c(=O)n(Cc3ccco3)c(SCC(=O)N(C)C3CCS(=O)(=O)C3)nc2s1 (configuration not stated) | 12.2% | 11.5% | -0.8% | -25.1% | -4.0% | 0.2% | 3.3% | 11.3% | 13.9%
CCn1nc(C)c(NC(=O)CCSc2nc(-c3ccco3)cc(C(F)(F)F)n2)c1C | 7.8% | 5.5% | -5.7% | 9.1% | -6.1% | -0.1% | 0.2% | 3.7% | 5.4%
CCOC(=O)c1ccccc1NC(=O)[C@@H]1CCCN1C(=O)OC(C)(C)C | 3.8% | 4.5% | -4.1% | -7.2% | -6.3% | 0.3% | -1.1% | 6.0% | -0.1%
CCN(CC(=O)Nc1cccc(OC)c1)C(=O)c1cnc(Cl)c(Cl)c1 | 5.7% | 12.6% | -0.9% | 9.5% | -4.0% | 0.8% | -2.2% | 5.8% | 2.1%
Cc1nnsc1C(=O)Nc1ccc(S(=O)(=O)N2CCCCC2)cc1 | 6.9% | -18.4% | -3.6% | -6.7% | -10.2% | 0.5% | -1.5% | 3.2% | 3.9%
Cc1cc(C(=O)OCC(=O)c2ccc(Br)s2)c(C)o1 | 13.0% | 2.5% | x | 2.0% | 3.9% | x | 7.8% | x | 1.8%

The closing 2 compounds of the section above lead into the next.
SMILES | Large T inhibition | GPR55 LPI antagonism | NS5 inhibitors | GPR35 arrestin U2OS | Salmonella PhoP GFP | K1F lysis inhibition | HIV fusion peptide | MgcRacGAP inhibition | RSV CPE inhibition | others
Cc1nnsc1C(=O)Nc1ccc(S(=O)(=O)N2CCCCC2)cc1 | 6.9% | -18.4% | -3.6% | -6.7% | -10.2% | 0.5% | -1.5% | 3.2% | 3.9%
Cc1cc(C(=O)OCC(=O)c2ccc(Br)s2)c(C)o1 | 13.0% | 2.5% | x | 2.0% | 3.9% | x | 7.8% | x | 1.8%
O=C(Nc1cnccn1)Nc1cccc(Cl)c1Cl | 8.3% | -2.2% | -2.7% | -10.0% | 2.2% | 0.2% | -1.6% | 12.8% | -2.3%
COc1cc2c(cc1O)[C@@H]1Cc3cc(O)c(OC)cc3[C@H](C2)N1C | 10.9% | 2.8% | 13.6% | 5.9% | -5.5% | 0.2% | 0.5% | -3.2% | 1.4%
O=C(NCCc1ccccc1)c1ccc2c(=O)[nH]c3c(C(=O)NCC4CCCO4)sc(=S)n3c2c1 (configuration not stated) | 16.1% | 12.8% | 20.2% | 4.5% | -11.6% | -0.5% | 27.8µM* | 14.7% | 14.8%
CN1C(CC(=O)Nc2ccc(Br)cc2)c2ccccc2CC1(C)C (configuration not stated) | 1.5% | -14.8% | -2.3% | 23.0% | -0.8% | 0.7% | -2.2% | 4.6% | -0.1%
Cc1ccc(S(=O)(=O)Oc2ccc3c(c2)O/C(=C\c2cccnc2)C3=O)cc1 | 6.9% | 8.1% | 5.7% | -5.2% | -5.0% | -0.5% | -1.5% | 8.6% | 0.1%
OC(COCC(F)(F)C(F)(F)C(F)(F)C(F)F)Cn1c2ccc(Cl)cc2c2cc(Cl)ccc21 (configuration not stated) | 1.9% | 12.6% | 1.5% | -7.4% | 10.7% | i | -0.4% | 5.5% | -2.3%
Cc1ccc(Cn2ncc3c(N4CCN(C5CCCC5)CC4)ncnc32)cc1 | -4.8% | 4.4% | 1.4% | 9.7% | 22.8% | 0.0% | 1.4% | 1.0% | 5.1%
Cc1cc(C)c(O)c(-c2cc(C(=O)Nc3ccc(S(=O)(=O)N4CCOCC4)cc3)[nH]n2)c1 | -2.5% | -4.9% | 9.0% | -1.6% | 3.5% | 0.2% | 0.6% | 12.1% | 13.9%
Cc1cc(=O)[nH]c(N/N=C/c2sccc2C)n1 | 7.5% | 2.2% | -6.5% | -3.1% | 16.2% | 3.3% | -4.4% | 11.3% | 1.9%
CCN(CC(=O)Nc1c(F)cccc1F)C(=O)c1ccc(=O)n(Cc2ccccc2)n1 | 12.7% | 10.2% | 1.3% | 0.8% | -5.5% | 0.0% | -0.1% | -11.3% | 0.1%
O=C(NC1CCC(O)CC1)c1ccc(S(=O)(=O)NCc2ccco2)cc1 (configuration not stated) | 15.8% | -6.3% | 3.3% | -9.0% | -4.3% | 3.3% | 0.1% | 14.2% | 2.5%
CCN(CC)c1ccc(/C=N/NC(=O)c2cccc(S(=O)(=O)Nc3ccccc3OC)c2)c(O)c1 | 14.6% | 1.1% | -10.2% | -7.5% | u | 0.1%[50 µM] | 8.8% | 8.9% | 3.6%
Cc1ccccc1NC(=O)C1CC(=O)N(Cc2ccccc2)C1 (configuration not stated) | 14.2% | 3.7% | 0.0% | 17.3% | 4.1% | -0.1% | -0.7% | 8.0% | 2.5%
CC(=O)Nc1nnc(SCc2ccc(C(=O)Nc3ccccc3F)cc2)s1 | 5.3% | 4.2% | 1.6% | 2.2% | -0.9% | -1.0% | 0.1% | -0.6% | 5.2%
Nc1c(C(=O)CSc2nccn2-c2ccc(Cl)cc2)c(=O)[nH]c(=O)n1C1CC1 | x | x | 0.0% | x | x | 0.3%[50 µM] | x | 5.8% | 0.5%
Cc1ccc2[nH]c(=O)c(CN(CC3CCCO3)C(=O)c3ccncc3)cc2c1 (configuration not stated) | 23.7% | 8.7% | -5.0% | 2.3% | -6.6% | 0.0% | -2.3% | 3.4% | 1.9%
CC1(C)Cc2ccccc2C(=C(C#N)C#N)N1 | 4.7% | 10.9% | -2.2% | -0.7% | -19.5% | 8.2% | 3.2% | 1.8% | 1.6%
O=C1CN(c2nc(-c3cccnc3)nc3sc4c(c23)CCCC4)CCN1 | -6.3% | -0.2% | -3.8% | -19.5% | -8.4% | 0.0% | -0.1% | 7.0% | 8.5%
CCN1CCN(C(=O)c2ccc(CN(c3ccccc3)S(=O)(=O)c3ccccc3)cc2)CC1 | -7.6% | 14.9% | 5.0% | 2.8% | -5.0% | 1.4% | -2.7% | 4.9% | 0.4%
CC(C)(C)c1ccc(OCc2ccc(C(=O)Nc3cccnc3)o2)cc1 | 10.3% | 7.8% | -1.6% | -8.4% | -2.4% | 0.2% | 1.4% | 9.2% | 3.9%
Cc1ccccc1C(=O)NCC(c1ccco1)N1CCc2ccccc21 (configuration not stated) | 15.8% | x | 0.7% | x | 2.6% | 0.0%[50 µM] | x | 4.8% | 1.9%
COc1ccc(CN2C(=O)c3cccnc3C2=O)cc1S(=O)(=O)NC(C)C | 7.7% | 12.3% | -2.0% | 7.5% | -7.2% | 0.2% | 0.8% | 4.8% | 3.2%
Cc1occc(=O)c1OCc1ccc(Cl)cc1Cl | 18.3% | 9.1% | 0.7% | -2.1% | 1.4% | 0.1% | 2.0% | 5.4% | 1.0%
CC(C)[C@H](NC(=O)OCc1ccccc1)C(=O)OCC(=O)N1CCN(c2ccccc2)CC1 | 12.9% | x | -6.6% | x | -5.1% | -0.1%[50 µM] | x | -1.1% | 1.4%
O=C(NCc1cccnc1)c1cccc(S(=O)(=O)N2CCOCC2)c1 | 4.8% | 5.4% | -13.8% | -2.8% | 8.0% | -0.1% | 12.2% | -8.0% | 1.3% | NS5 inhibitors pilot replicate=-5.8
COc1ccc(NC(=O)c2cn(-c3ccccc3)nc2-c2ccncc2)cc1 | 15.0% | 3.2% | 1.5% | -21.6% | -4.8% | -0.1% | 0.0% | 15.3% | 4.7%
CCOC(=O)c1c(-c2ccc(OC)cc2)csc1NC(=O)C1CCCO1 (configuration not stated) | 3.9% | 6.4% | 2.7% | 2.9% | -4.0% | -0.1% | 0.3% | 10.7% | 5.7%
COc1ccc([N+](=O)[O-])cc1NC(=O)CSCc1ccccc1C | 2.6% | 61.6% | 6.5% | -5.2% | 6.2% | 3.0% | 4.8% | 6.1% | 1.3%
COc1ccc(Cl)cc1N(CC(=O)NCCSc1ccccn1)S(=O)(=O)c1ccccc1 | -5.8% | 7.1% | -4.2% | 21.3% | 7.6% | -0.2% | -1.1% | 6.0% | 4.4%
Cc1cc(C)cc(OC(C)C(=O)Nc2ccc3c(c2)n(C)c(=O)n3C)c1 (configuration not stated) | 5.8% | 6.1% | 5.0% | -11.0% | 0.8% | 0.0% | -0.2% | 8.6% | 1.5%
COC(=O)C(NC(=O)CCc1nnc2ccc(N3CCCCC3)nn12)C(C)C (configuration not stated) | 13.7% | -1.9% | -3.3% | -2.2% | -1.6% | 0.1% | -0.9% | 8.7% | 0.7%
O=C(O)/C=C1\NC(=O)c2ccccc21 | 12.4% | -0.9% | -7.4% | 10.6% | -13.0% | 0.6% | -3.8% | 14.5% | 0.6%
[O-][n+]1c2ccccc2cc2ccccc21 | 3.6% | x | -2.4% | x | x | 0.9% | x | 17.4% | 0.6%
CCCCCCCCc1c(O)nc(-n2[nH]c(C)c(CCO)c2=O)[nH]c1=O | 21.5% | 9.1% | -2.9% | -8.8% | -4.2% | 0.3% | 32.1% | 5.8% | 0.8%
Cc1[nH]c2ccccc2c1C(=O)C(=O)N1CC=C(c2ccccc2)CC1 | 18.8% | 9.7% | 2.9% | 7.5% | 11.0% | -6.2% | -2.4% | -9.6% | 10.8%
COc1ccc(-c2nn(-c3ccccc3)cc2C(=O)NCCCn2ccnc2)cc1 | 20.5% | -1.5% | -0.7% | 19.2% | -5.1% | 6.8% | -1.8% | 6.6% | -0.7%

Screens as filed in PubChem.
